GLD-1 RNA inh: GLD-1-TGE RNA interaction inhibition (C. elegans). Q17339. purified GLD-1 + fluorescein TGE RNA, fluorescence polarization. inhibition, % at 5.96 µM. actives 0.44% (n = 320,000). AID 2280;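 active = percent inhibition above a per-plate cutoff, the plate mean of test compounds plus 3 SD, cut at about 30% in these data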;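 note: 0% = DMSO wells with GLD-1 and probe and 100% = wells lacking GLD-1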
Target sequence (Q17339 whole entry, looked up): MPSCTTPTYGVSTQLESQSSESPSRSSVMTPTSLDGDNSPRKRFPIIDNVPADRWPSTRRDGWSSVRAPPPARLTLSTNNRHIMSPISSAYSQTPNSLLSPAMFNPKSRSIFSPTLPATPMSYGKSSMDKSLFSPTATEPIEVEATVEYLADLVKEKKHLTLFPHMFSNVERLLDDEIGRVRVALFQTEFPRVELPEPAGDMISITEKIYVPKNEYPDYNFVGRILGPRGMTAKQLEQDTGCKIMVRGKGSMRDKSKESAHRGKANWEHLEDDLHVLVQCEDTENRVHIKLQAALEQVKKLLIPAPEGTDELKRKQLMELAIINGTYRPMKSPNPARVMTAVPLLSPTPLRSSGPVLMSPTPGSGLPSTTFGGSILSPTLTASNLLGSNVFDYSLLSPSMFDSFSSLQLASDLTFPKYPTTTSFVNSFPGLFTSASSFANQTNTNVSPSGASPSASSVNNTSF
BCLXL inh: inhibitors of human Bcl-xL; Q07817; GST-Bcl-xL / FITC-Bim BH3 peptide fluorescence polarization; inhibition, % at 10.9 µM; actives 0.7% (n = 320,000); AID 2129;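 active = inhibition above the mean of all tested compounds plus 3 SD, cutoff set per campaign, cut at about 30% in these data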;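 note: 0% = DMSO wells and 100% = unlabeled Bim-BH3 peptide competitor; inhibitors lower millipolarization by displacing the labeled peptide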
Target sequence (Q07817 whole entry, looked up): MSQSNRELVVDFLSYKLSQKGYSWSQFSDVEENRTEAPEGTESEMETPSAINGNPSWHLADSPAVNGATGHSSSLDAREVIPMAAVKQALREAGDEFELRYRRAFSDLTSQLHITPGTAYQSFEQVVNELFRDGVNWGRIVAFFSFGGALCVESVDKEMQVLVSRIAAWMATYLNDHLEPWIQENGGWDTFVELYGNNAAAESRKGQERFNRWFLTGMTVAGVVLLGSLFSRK
EBNA-1 inh: blocks EBNA-1 binding to DNA | EBNA-1 DNA binding, fluorescence polarization | inhibition, % at 14.8 µM | actives 0.34% (n = 300,000); in the data active = inhibition above about 28%
Yeast superoxide: caloric restriction mimetics inhibiting age-related superoxide in yeast; superoxide response (% of plate mean), % at 10 µM; S. cerevisiae aged cells, superoxide DHE fluorescence; active compounds read low; actives 0.18% (n = 330,000);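 active = superoxide response under a set limit, about three screen SD below normal, cut at about 65% in these data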;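 note: yeast aged for seven days with compound at 30 °C before DHE staining; 100% = average MFI of all compound-treated wells on the plate with controls excluded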
Efflux pump mplx: inhibitors of Candida antifungal efflux pumps expressed in yeast | S. cerevisiae Candida pump triplex, Nile Red efflux | inhibition, % at 10 µM | actives 0.44% (n = 330,000) | AID 485275;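 active = plate passing quality check with inhibition over a set limit, or well fluorescence over plate mean plus 4 SD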;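 note: Nile Red retained in pooled yeast measured as flow cytometry median fluorescence; 0% = buffer negative control and 100% = Enniatin B positive control; higher means more Nile Red kept so more efflux inhibition; some compounds called inactive have numbers as strong as hits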
Fam108B counter: Fam108B inhibition, counter-screen for RBBP9 inhibitors; recombinant Fam108B, FP-Rh probe fluorescence polarization; inhibition, % at 9.51 µM; actives 0.33% (n = 300,000);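 active = inhibition above the screen mean inhibition plus 3 SD, computed separately per campaign, cut at about 18% in these data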;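 note: inhibitors lower polarization as less probe binds the enzyme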
MCL1-BIM inh: MCL1-BIM-BH3 interaction inhibition (human); Q07820; GST-MCL1 / FITC-Bim-BH3 fluorescence polarization; inhibition, % at 10.9 µM; actives 0.68% (n = 320,000);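 active = inhibition above the mean inhibition of all tested compounds plus 3 SD, set per campaign, cut at about 40% in these data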;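 note: 0% = DMSO wells and 100% = unlabeled Bim-BH3 peptide control; higher means more loss of mP so more displacement of Bim peptide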
Target sequence (Q07820 whole entry, looked up): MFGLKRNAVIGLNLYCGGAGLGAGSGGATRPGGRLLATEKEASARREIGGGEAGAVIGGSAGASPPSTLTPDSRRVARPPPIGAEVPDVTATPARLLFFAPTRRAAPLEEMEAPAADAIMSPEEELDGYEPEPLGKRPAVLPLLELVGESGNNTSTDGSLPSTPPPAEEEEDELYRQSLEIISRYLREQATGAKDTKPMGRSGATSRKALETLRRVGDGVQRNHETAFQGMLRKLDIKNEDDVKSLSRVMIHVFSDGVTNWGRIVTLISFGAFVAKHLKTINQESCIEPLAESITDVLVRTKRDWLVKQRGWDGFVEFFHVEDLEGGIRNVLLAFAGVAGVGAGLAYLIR
ZTA counter: ZTA (EBV) inhibition in EBNA-1 counter-screen | inhibition, % at 11 µM | AID 2234 | P03206 | ZTA-DNA binding, fluorescence polarization | actives 0.15% (n = 320,000); in the data active = inhibition above about 33%
MEX-5 binding: C. elegans MEX-5 TCR-2 RNA binding activity | Q9XUB2 | MEX-5/FITC-TCR2 RNA binding, fluorescence polarization; active compounds read low | activity score (negative = inhibition of binding), % at 10 µM | actives 0.38% (n = 300,000);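 active = inhibition past about -25% in most replicates, and total fluorescence under double the plate's negative control median, limit read from the data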;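 note: 0% = DMSO and -100% = 5 µM competing unlabeled TCR2 RNA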
* = called active by the depositor; · = not tested or not shown.

SMILES	GLD-1 RNA inh	BCLXL inh	EBNA-1 inh	Yeast superoxide	Efflux pump mplx	Fam108B counter	MCL1-BIM inh	ZTA counter	MEX-5 binding
CCN1CCN(C(=O)Nc2cccc3ccccc23)CC1	-2	4	1	101	-0.1	1	2	-8	-1.3
O=c1[nH]c2ccc(S(=O)(=O)NCc3ccccn3)cc2s1	2	-6	-6	109	0.3	2	-3	0	0.0
Cc1csc(N(C(=O)c2ccc(S(=O)(=O)N(C)C)cc2)c2ccccc2)n1	2	-2	19	114	-0.3	0	-7	-5	-1.1
Cn1nc(C(=O)OCc2ccc(F)cc2)c2ccccc2c1=O	-5	2	-17	85	0.0	-2	1	-16	-2.1
O=C(NCc1ccc(F)cc1)C1C2C=CC3(CN(Cc4cccnc4)C(=O)C13)O2 (stereo not given)	-1	2	-8	100	-0.1	-2	4	-12	0.0
CCOc1cc(-c2nc(-c3ccc(C)nc3OCC)no2)cc(OCC)c1OCC	1	-2	2	100	0.1	-3	-6	6	-0.2
O=S(=O)(Cc1ccccc1)NCC1CCCN(Cc2ccc(F)c(F)c2)C1 (stereo not given)	-4	3	-4	102	0.2	-3	-2	-2	4.0
Cc1ccc(NC(=S)NNC(=S)NCc2ccccc2)cc1	3	10	0	116	0.1	1	11	-6	-0.2
COc1cc(S(=O)(=O)NC2CCSc3ccccc32)ccc1NC(C)=O (stereo not given)	0	1	-11	73	-0.1	-2	1	9	-1.8
N#CC(C(N)=O)=C1CCC2(CC1)OCCCCO2	-4	5	-5	106	0.1	7	13	-4	-0.6
Cc1cc(OC(C)C(=O)NCc2cccnc2)c2c(C)cc(=O)oc2c1 (stereo not given)	8	2	6	83	-0.3	2	-2	-10	-0.3
O=C(O)CCCN=C1CCCc2ccccc2N1	0	-1	5	89	0.1	-5	-7	13	-0.3
COc1cccc(/C=N/n2c(=S)n(C)c3cc(C)c(C)cc32)c1OC	9	4	16	91	-0.1	-1	2	14	1.1
NC(=O)/C(=C/c1ccco1)C(N)=S	50*	86*	-5	94	0.2	6	116*	1	-1.1
Cc1ccc(OCC(=O)c2cc(C)n(-c3ccccc3)c2C)c([N+](=O)[O-])n1	3	9	0	92	0.0	-2	5	18	2.0
Cc1cc(Nc2cccc(F)c2)nc(-c2ccccc2O)n1	7	5	-7	106	0.1	-8	4	1	1.0
O=C(NCCc1ccco1)C(=O)NCC1OCCCN1S(=O)(=O)c1ccc(F)cc1 (stereo not given)	3	-4	-4	100	0.0	-2	-1	-8	4.1
CCC(=O)Nc1ccc(NC(=O)Cc2ccccc2)cn1	5	10	-3	118	-0.1	3	10	-4	-4.3
COc1ccc(-c2nc(NC(=O)C3CC(=O)N(Cc4ccco4)C3)sc2C)cc1 (stereo not given)	1	-1	·	84	-0.2	·	7	-2	·
CCCCCOc1ccc(C(=O)NC(CCC)C(=O)O)cc1 (stereo not given)	2	3	13	106	0.0	7	4	-3	-0.6
CCOC(=O)c1sc(NC(=O)CS(=O)(=O)c2ccc(C)cc2)nc1C	2	-3	-3	98	-0.2	-1	-5	11	-1.3
Cc1c(Cl)c(=O)oc2cc(OCC(=O)NCc3cccs3)ccc12	7	0	-5	83	-0.2	-2	-2	-7	-4.4
Cc1ccc(C(=O)N2CCN(c3ccc(NC(=S)NC(=O)c4cccs4)cc3)CC2)cc1	3	6	-20	102	0.4	0	4	1	0.1
NC(=O)c1nsc(C(=O)N(CC(=O)NCc2ccc(F)cc2)Cc2ccco2)c1N	3	1	-7	99	0.0	3	4	-13	·
O=C1Nc2ccccc2/C1=C/c1cnc(-c2ccccc2)[nH]1	73*	138*	9	90	0.8*	-6	162*	27	-10
O=C(NCc1ccco1)C(c1ccccc1)N(C(=O)Cc1cccs1)c1cccnc1 (stereo not given)	0	1	7	86	-0.1	-1	-1	12	-0.2
O=c1c2cccnc2[nH]c(=S)n1CCCN1CCN(c2ccccc2F)CC1	-2	11	-4	99	0.0	-5	10	17	-1.7
FC(F)(F)COc1ccc(-n2ccnc2)nn1	-1	8	2	106	0.0	2	7	-1	-0.1
CCc1ccc(CCC(=O)Nc2nnc(C)s2)o1	9	4	5	133	0.2	-3	8	0	1.6
COc1cccc(C(=O)Nc2nnc(S(=O)(=O)N(C)Cc3ccccc3)s2)c1	9	-1	8	95	-0.4	-2	-3	7	0.1
COC(=O)c1ccc(NC(=O)CSC2=NC(=O)C(c3ccccc3)C(=O)N2)cc1 (stereo not given)	1	6	-5	125	0.1	-2	3	-12	0.0
O=C(COc1ccc([N+](=O)[O-])cc1)Nc1cc(C(=O)O)cc(C(=O)O)c1	1	-1	-10	114	0.2	6	-1	0	-0.8
Cc1c(Cl)cccc1NC(=O)Nc1ccc(C(N)=O)cc1	-2	1	-3	95	0.2	-4	4	-15	2.1
Cc1nn(CC(=O)N2CCN(C)CC2)c(=O)c2ccccc12	-6	2	7	85	-0.1	-3	9	-3	-2.9
CN(Cc1cccs1)C(=O)CN1C(=O)c2ccccc2S1(=O)=O	3	0	·	87	-0.1	·	-4	-4	·
Oc1ccc(Br)cc1CNc1nccs1	0	-6	6	103	0.0	-1	-4	3	0.6
CCC(=O)Oc1oc(-c2ccccc2)nc1C=Nc1ccc(C)cc1	-1	0	0	115	0.0	2	-1	18	0.1
Cn1cc(Cl)c(C(=O)NC(=S)Nc2sc3c(c2C#N)CCCCC3)n1	7	13	-13	104	0.0	-1	18	-5	0.9
Cc1ccsc1/C=C1\SC(N2CC(C)OC(C)C2)=NC1=O (stereo not given)	5	3	-4	95	0.0	-4	8	2	-2.7
Cc1cc(-c2cccs2)nc(-n2cccc2)n1	11	1	6	105	-0.1	-5	1	-10	-1.1
CC(=O)C1=C(C)NC(=O)NC1c1cc(Br)ccc1OCC#N (stereo not given)	-4	-1	-8	105	0.1	-8	-13	-5	-0.3
O=C(C(Sc1ccccc1)c1ccccc1)N1CCOCC1 (stereo not given)	-1	0	-13	92	1.0	0	-2	4	0.1
Cc1cc(NC(=O)c2cccc(S(=O)(=O)N3CCCC3)c2)no1	5	0	-7	110	-0.1	-5	-5	-2	1.8
CCOc1cc2c(C#N)c(N3CCNCC3)nc(N)c2c(N)n1	8	17	0	86	0.0	6	14	9	3.3
O=C(O)CCN1C(=O)c2ccc(NC(=O)c3ccco3)cc2C1=O	0	2	0	100	-0.1	-1	-6	9	-1.9
CC1Cc2ccccc2N1C(=O)CSc1ncccn1 (stereo not given)	4	-4	1	89	0.1	0	-3	-9	-0.3
CC(C)(C)C(=O)Nc1ccc(C(=O)OC2CCCCC2)cc1	0	2	5	110	0.0	2	8	9	-1.8
O=C1CC(=O)NC(SCC(=O)Nc2ccccc2[N+](=O)[O-])=N1	-1	18	0	97	-0.3	5	30	14	-11
O=C(NCCCN1CCOCC1)c1cc(Cl)ccc1OCc1ccccc1	3	6	-2	·	-0.1	-1	9	-14	-1.1
Cc1[nH]c2ccccc2c1C(=O)CN1C(=O)C(=O)N(CCC2=CCCCC2)C1=O	8	-11	·	108	-0.4	·	-17	-12	·

Structural class, the entries above containing a nitro group on carbon.
SMILES	GLD-1 RNA inh	BCLXL inh	EBNA-1 inh	Yeast superoxide	Efflux pump mplx	Fam108B counter	MCL1-BIM inh	ZTA counter	MEX-5 binding
Cc1ccc(OCC(=O)c2cc(C)n(-c3ccccc3)c2C)c([N+](=O)[O-])n1	3	9	0	92	0.0	-2	5	18	2.0
O=C(COc1ccc([N+](=O)[O-])cc1)Nc1cc(C(=O)O)cc(C(=O)O)c1	1	-1	-10	114	0.2	6	-1	0	-0.8
O=C1CC(=O)NC(SCC(=O)Nc2ccccc2[N+](=O)[O-])=N1	-1	18	0	97	-0.3	5	30	14	-11

Compound profiles (already shown):
CC(C)(C)C(=O)Nc1ccc(C(=O)OC2CCCCC2)cc1 across the screens: GLD-1 RNA inh = 0; BCLXL inh = 2; EBNA-1 inh = 5; Yeast superoxide = 110; Efflux pump mplx = 0.0; Fam108B counter = 2; MCL1-BIM inh = 8; ZTA counter = 9; MEX-5 binding = -1.8
Cn1nc(C(=O)OCc2ccc(F)cc2)c2ccccc2c1=O across the screens: GLD-1 RNA inh = -5; BCLXL inh = 2; EBNA-1 inh = -17; Yeast superoxide = 85; Efflux pump mplx = 0.0; Fam108B counter = -2; MCL1-BIM inh = 1; ZTA counter = -16; MEX-5 binding = -2.1

Three entries from above, with values under each structure:
Values in the order – GLD-1 RNA inh	BCLXL inh	EBNA-1 inh	Yeast superoxide	Efflux pump mplx	Fam108B counter	MCL1-BIM inh	ZTA counter	MEX-5 binding
O=C1CC(=O)NC(SCC(=O)Nc2ccccc2[N+](=O)[O-])=N1
→ -1	18	0	97	-0.3	5	30	14	-11
O=C(NCCCN1CCOCC1)c1cc(Cl)ccc1OCc1ccccc1
→ 3	6	-2	·	-0.1	-1	9	-14	-1.1
Cc1[nH]c2ccccc2c1C(=O)CN1C(=O)C(=O)N(CCC2=CCCCC2)C1=O
→ 8	-11	·	108	-0.4	·	-17	-12	·

(next part)
SMILES	GLD-1 RNA inh	BCLXL inh	EBNA-1 inh	Yeast superoxide	Efflux pump mplx	Fam108B counter	MCL1-BIM inh	ZTA counter	MEX-5 binding
C/C(=N\NC1=NCCN1)c1ccc(N)c([N+](=O)[O-])c1	-3	-3	4	82	-0.1	3	-8	12	-3.6
C=CCNC(=O)CSc1cc([N+](=O)[O-])cc(S(=O)(=O)Cc2ccccc2)c1	1	19	2	105	-0.1	0	17	-2	0.0
Cc1ccc(-c2n[nH]c(=O)c3ccccc23)cc1S(N)(=O)=O	8	3	7	101	-0.1	-1	3	15	1.1
Cc1cc(C)cc(N(CC(=O)NC2CCCC2)C(=O)c2csnn2)c1	0	0	4	103	0.0	-4	2	7	-2.2
CCOC(=O)C1CN(S(=O)(=O)c2cc(OC)ccc2OC)C1	1	3	-1	114	0.1	0	-2	6	0.6
COc1ccc(S(=O)(=O)N2CC(C)N(C(=O)N3CCOCC3)C2)cc1 (stereo not given)	-5	-3	-13	95	0.4	-7	-7	9	-0.1
CCOCCN(C(=O)COC)c1cccc(OC)c1	5	4	3	88	0.1	-2	2	12	0.6
CN(C(=O)c1ccc(OC2CCN(CCc3ccccc3)CC2)cc1)C1CCOC1 (stereo not given)	4	4	-7	95	-0.1	0	-2	-7	-3.2
CN(Cc1ccccc1)C(=O)c1[nH]cnc1C(=O)NCc1ccc(CNC(=O)OC(C)(C)C)cc1	-5	-2	·	89	0.2	·	-1	11	·
OC1COC(OCc2ccccc2)C(O)C1O (stereo not given)	1	-2	7	100	-0.1	1	2	7	-2.3
O=C(Cc1ccc(Br)cc1)N1CCN(c2ccccc2O)CC1	8	3	-17	106	0.0	6	-3	1	0.5
CCCNC(=O)c1ccc2c(c1)ncn2-c1cc(C)cc(C)c1	-6	0	6	94	0.2	-1	0	6	1.1
CC(C)CC(=O)Nc1ccnn1C1CCN(C(=O)c2ccc(Cl)cc2F)CC1	-2	3	8	86	-0.1	2	0	17	-3.5
CCOC(=O)c1c(C)[nH]c(C(=O)OCc2ccc([N+](=O)[O-])cc2)c1C	2	0	-13	113	0.1	2	-9	-7	-1.0

Screens: PubChem BioAssay, several laboratories

No enrichment for hits; overall some 2.3% were active at least once.
